T cruzi intra: blocks T. cruzi growth inside host cells. intracellular Trypanosoma cruzi in host cells, plate reader. activity score (inhibition), % at 5.01 µM. 22,000 compounds, 4.9% hits; in the data active = activity score above about 55%;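 also: parasites and compound incubated about four days before reading; 0% = median of neutral control wells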
INS-1E rescue: INS-1E beta cell protection from cytokine death | INS-1E cytokine-induced death, ATP luminescence, 48 h; normalised: neutral wells 0, positive control 100 | protection from cytokine-induced ATP loss, % at 10 µM | 20,000 compounds, 0.1% hits | AID 488910;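 active = mean replicate protection from cytokine-induced ATP loss at least 50% and at least 75% of replicates each reaching 50%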
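Assay system: INS-1E rat cells / Quantity: 8000 cells per well / Medium: RPMI without phenol red, 5% FBS / Probe or stimulus: three-cytokine cocktail (IFN-γ, TNF-α, IL-1β) / Dosing: one compound concentration, pin transfer / Timing: 48 h co-treatment, 10 min post-lysis read / Technique: CellTiter-Glo luminescence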
Starred values were filed as active, the others as inactive; / = not tested or not shown.

1) COc1ccc(CN(C)C[C@H]2Oc3ccc(NC(=O)Nc4ccc(C(F)(F)F)cc4)cc3C(=O)N([C@@H](C)CO)C[C@H]2C)cc1
2) O=C(NO)c1ccc(C(=O)N/N=C/c2ccc(Br)o2)cc1
3) C[C@@H]1CN([C@H](C)CO)C(=O)c2cc(NS(=O)(=O)c3cccs3)ccc2O[C@@H]1CN(C)Cc1ccc(C(=O)O)cc1
4) C[C@H](CO)N1C[C@H](C)[C@@H](CN(C)S(=O)(=O)c2ccc(-c3ccccc3)cc2)OCc2cnnn2CCCC1=O
5) C[C@H]1CN([C@@H](C)CO)C(=O)Cc2cc(NC(=O)Nc3ccccc3)ccc2O[C@@H]1CN(C)Cc1ccc(Oc2ccccc2)cc1
6) C[C@H]1CN([C@@H](C)CO)C(=O)Cc2cc(NC(=O)C3CC3)ccc2O[C@@H]1CN(C)S(C)(=O)=O
assay / entry | 1 | 2 | 3 | 4 | 5 | 6
INS-1E rescue | -15 | 8 | 7 | / | -26 | 12
T cruzi intra | 51 | -17 | -8 | 80* | 49 | 5

7) C[C@@H]1CN([C@@H](C)CO)C(=O)c2cc(NS(=O)(=O)c3ccc(Cl)cc3)ccc2O[C@H]1CN(C)Cc1ccc(Oc2ccccc2)cc1
8) C[C@@H]1CN([C@H](C)CO)C(=O)CCCn2nncc2CO[C@@H]1CN(C)C(=O)c1ccccc1
9) C[C@H]1CN([C@@H](C)CO)C(=O)c2cccc(NC(=O)Nc3ccc(F)cc3)c2O[C@H]1CN(C)S(=O)(=O)c1ccccc1
10) C[C@H]1CN([C@@H](C)CO)C(=O)c2cccc(NC(=O)c3cnccn3)c2O[C@H]1CN(C)C(=O)Nc1ccc(C(F)(F)F)cc1
11) COc1ccc(NC(=O)N(C)C[C@@H]2Oc3ccc(NC(=O)C4CCCCC4)cc3CC(=O)N([C@H](C)CO)C[C@@H]2C)cc1
12) C[C@H](CO)N1C[C@H](C)[C@H](CN(C)S(=O)(=O)c2cccs2)Oc2ccc(NC(=O)Nc3cccc4ccccc34)cc2CC1=O
assay / entry | 7 | 8 | 9 | 10 | 11 | 12
INS-1E rescue | -65 | / | -4 | 0 | 10 | -8
T cruzi intra | 48 | -13 | -34 | 4 | -15 | 8

13) Cc1ccc(S(=O)(=O)Nc2ccc3c(c2)C(=O)N([C@@H](C)CO)C[C@@H](C)[C@H](CN(C)S(=O)(=O)c2ccc(Cl)cc2)O3)cc1
14) C[C@@H]1CN([C@H](C)CO)C(=O)CCCn2nncc2CO[C@H]1CN(C)Cc1ccc(Cl)c(Cl)c1
15) Cc1ccc(OC(=O)N(C)C[C@H]2OCc3cn(nn3)CCCC(=O)N([C@@H](C)CO)C[C@H]2C)cc1
16) O=C(NO)c1cccc(C(=O)N/N=C/c2ccc([N+](=O)[O-])c(O)c2)c1
17) CC(C)NC(=O)N(C)C[C@@H]1Oc2ccc(NS(=O)(=O)c3ccccc3)cc2CC(=O)N([C@H](C)CO)C[C@H]1C
18) C[C@H]1CN([C@@H](C)CO)C(=O)CCCn2nncc2CO[C@@H]1CN(C)C(=O)Nc1cccc(C(F)(F)F)c1
assay / entry | 13 | 14 | 15 | 16 | 17 | 18
INS-1E rescue | 0 | / | / | 3 | 2 | /
T cruzi intra | -8 | -2 | -18 | 5 | 10 | 4

19) C[C@@H]1CN([C@H](C)CO)C(=O)c2cc(NC(=O)Nc3ccccc3)ccc2O[C@@H]1CN(C)Cc1ccc(C(=O)O)cc1
20) C[C@H](CO)N1C[C@H](C)[C@@H](CN(C)C(=O)Nc2ccccc2)Oc2c(NC(=O)c3cnccn3)cccc2C1=O
21) C[C@@H]1CN([C@H](C)CO)C(=O)CCCn2cc(nn2)CO[C@@H]1CN(C)C(=O)c1ccc(N2CCN(C)CC2)cc1
22) C[C@@H]1CN([C@H](C)CO)C(=O)c2cccc(NS(=O)(=O)c3ccc(F)cc3)c2O[C@@H]1CN(C)Cc1ccccc1
23) C[C@@H]1CN([C@H](C)CO)C(=O)Cc2cc(NC(=O)Cn3cnnn3)ccc2O[C@@H]1CN(C)S(=O)(=O)c1ccccc1
24) C[C@@H]1CCCCO[C@H](CN(C)S(=O)(=O)c2cn(C)cn2)[C@@H](C)CN([C@H](C)CO)C(=O)c2cc(NC(=O)Nc3ccccc3)ccc2O1
assay / entry | 19 | 20 | 21 | 22 | 23 | 24
INS-1E rescue | 13 | 13 | / | -4 | 3 | 3
T cruzi intra | -2 | -47 | -9 | 10 | 7 | 1

The closing two compounds of the section before open the next one.
23) C[C@@H]1CN([C@H](C)CO)C(=O)Cc2cc(NC(=O)Cn3cnnn3)ccc2O[C@@H]1CN(C)S(=O)(=O)c1ccccc1
24) C[C@@H]1CCCCO[C@H](CN(C)S(=O)(=O)c2cn(C)cn2)[C@@H](C)CN([C@H](C)CO)C(=O)c2cc(NC(=O)Nc3ccccc3)ccc2O1
25) C[C@H](CO)N1C[C@H](C)[C@@H](CN(C)S(=O)(=O)c2ccccc2)Oc2ccc(NS(C)(=O)=O)cc2C1=O
26) COc1ccc(NC(=O)N(C)C[C@@H]2Oc3c(NC(=O)c4cnccn4)cccc3C(=O)N([C@@H](C)CO)C[C@H]2C)cc1
27) C[C@@H]1CN([C@H](C)CO)C(=O)c2cc(NC(=O)Nc3ccc4c(c3)OCO4)ccc2O[C@@H]1CN(C)CC1CCCCC1
28) C[C@@H]1CN([C@H](C)CO)C(=O)c2cc(NC(=O)c3ccncc3)ccc2O[C@H]1CN(C)C(=O)Nc1ccc(F)cc1
29) C[C@H](CO)N1C[C@H](C)[C@H](CN(C)C(=O)Nc2ccccc2)Oc2ncc(Br)cc2C1=O
30) C[C@H](CO)N1C[C@H](C)[C@H](CN(C)S(=O)(=O)c2cn(C)cn2)Oc2ccc(NS(=O)(=O)c3ccc(F)cc3)cc2C1=O
assay / entry | 23 | 24 | 25 | 26 | 27 | 28 | 29 | 30
INS-1E rescue | 3 | 3 | 12 | 5 | 6 | 5 | 6 | /
T cruzi intra | 7 | 1 | 1 | -19 | -20 | -13 | 5 | -1

31) C[C@@H]1CN([C@H](C)CO)C(=O)Cc2cc(NC(=O)CCN3CCOCC3)ccc2O[C@H]1CN(C)CC1CCCCC1
32) C[C@H](CO)N1C[C@H](C)[C@H](CN(C)C(=O)Nc2cccc3ccccc23)Oc2ncc(-c3cccc(F)c3)cc2C1=O
33) C[C@H]1CN([C@@H](C)CO)C(=O)c2cccc(NS(C)(=O)=O)c2O[C@@H]1CN(C)C(=O)Nc1ccc(F)cc1
34) COc1cccc(CN(C)C[C@@H]2OCc3cnnn3CCCC(=O)N([C@H](C)CO)C[C@H]2C)c1
35) C[C@@H]1CN([C@@H](C)CO)C(=O)c2cc(NC(=O)Cc3cn(C)c4ccccc34)ccc2O[C@@H]1CN(C)C(=O)Nc1cccc2ccccc12
36) C[C@@H]1CN([C@H](C)CO)C(=O)c2cccc(NC(=O)Nc3ccc(F)cc3)c2O[C@H]1CN(C)C(=O)Nc1cccc2ccccc12
assay / entry | 31 | 32 | 33 | 34 | 35 | 36
INS-1E rescue | 3 | / | 5 | / | 2 | -8
T cruzi intra | -72 | 32 | -5 | 1 | 3 | 9

37) COc1ccc(S(=O)(=O)Nc2ccc3c(c2)C(=O)N([C@H](C)CO)C[C@H](C)[C@H](CN(C)C(=O)c2ccccc2)OCCCC[C@@H](C)O3)cc1
38) Cc1noc(C)c1NC(=O)N(C)C[C@H]1Oc2ccc(NC(=O)C3CCCCC3)cc2CC(=O)N([C@@H](C)CO)C[C@H]1C
39) C[C@H](CO)N1C[C@H](C)[C@H](CN(C)Cc2ccncc2)Oc2c(NC(=O)Nc3ccccc3)cccc2C1=O
40) COC(=O)CCCCCCC(=O)N/N=C/c1ccc(I)cc1
41) O=C(NO)c1ccc(C(=O)N/N=C/c2cc(Br)cs2)cc1
42) Cc1ccc(S(=O)(=O)N(C)C[C@H]2Oc3c(NS(=O)(=O)c4ccc(F)cc4)cccc3C(=O)N([C@H](C)CO)C[C@@H]2C)cc1
assay / entry | 37 | 38 | 39 | 40 | 41 | 42
INS-1E rescue | 11 | 4 | 1 | 5 | -7 | 6
T cruzi intra | -8 | 9 | -7 | -1 | -13 | 8

43) C[C@@H]1CN([C@H](C)CO)C(=O)Cc2cc(NC(=O)Cn3cnnn3)ccc2O[C@@H]1CN(C)C(=O)Nc1cccc2ccccc12
44) Cc1noc(C)c1NC(=O)N(C)C[C@H]1Oc2ccc(NS(=O)(=O)c3cn(C)cn3)cc2CC(=O)N([C@@H](C)CO)C[C@@H]1C
45) Cc1noc(C)c1NC(=O)N(C)C[C@@H]1Oc2ccc(NC(=O)Cn3cnnn3)cc2C(=O)N([C@@H](C)CO)C[C@H]1C
46) COc1ccc(NC(=O)N(C)C[C@H]2Oc3c(cccc3N(C)C)C(=O)N([C@@H](C)CO)C[C@H]2C)cc1
47) C[C@H]1CN([C@@H](C)CO)C(=O)c2cccc(NC(=O)C3CC3)c2O[C@@H]1CN(C)Cc1ccc(Cl)c(Cl)c1
48) C[C@@H]1CN([C@@H](C)CO)C(=O)c2cccc(NC(=O)c3ccc(-c4nccs4)cc3)c2O[C@H]1CN(C)S(=O)(=O)c1ccc(Cl)cc1
assay / entry | 43 | 44 | 45 | 46 | 47 | 48
INS-1E rescue | 1 | 18 | 2 | 2 | -3 | 2
T cruzi intra | -13 | -34 | -13 | 0 | 13 | 22

Copied from above, compounds 35 to 47
35) C[C@@H]1CN([C@@H](C)CO)C(=O)c2cc(NC(=O)Cc3cn(C)c4ccccc34)ccc2O[C@@H]1CN(C)C(=O)Nc1cccc2ccccc12
36) C[C@@H]1CN([C@H](C)CO)C(=O)c2cccc(NC(=O)Nc3ccc(F)cc3)c2O[C@H]1CN(C)C(=O)Nc1cccc2ccccc12
37) COc1ccc(S(=O)(=O)Nc2ccc3c(c2)C(=O)N([C@H](C)CO)C[C@H](C)[C@H](CN(C)C(=O)c2ccccc2)OCCCC[C@@H](C)O3)cc1
38) Cc1noc(C)c1NC(=O)N(C)C[C@H]1Oc2ccc(NC(=O)C3CCCCC3)cc2CC(=O)N([C@@H](C)CO)C[C@H]1C
39) C[C@H](CO)N1C[C@H](C)[C@H](CN(C)Cc2ccncc2)Oc2c(NC(=O)Nc3ccccc3)cccc2C1=O
40) COC(=O)CCCCCCC(=O)N/N=C/c1ccc(I)cc1
41) O=C(NO)c1ccc(C(=O)N/N=C/c2cc(Br)cs2)cc1
42) Cc1ccc(S(=O)(=O)N(C)C[C@H]2Oc3c(NS(=O)(=O)c4ccc(F)cc4)cccc3C(=O)N([C@H](C)CO)C[C@@H]2C)cc1
assay / entry | 35 | 36 | 37 | 38 | 39 | 40 | 41 | 42
INS-1E rescue | 2 | -8 | 11 | 4 | 1 | 5 | -7 | 6
T cruzi intra | 3 | 9 | -8 | 9 | -7 | -1 | -13 | 8

43) C[C@@H]1CN([C@H](C)CO)C(=O)Cc2cc(NC(=O)Cn3cnnn3)ccc2O[C@@H]1CN(C)C(=O)Nc1cccc2ccccc12
44) Cc1noc(C)c1NC(=O)N(C)C[C@H]1Oc2ccc(NS(=O)(=O)c3cn(C)cn3)cc2CC(=O)N([C@@H](C)CO)C[C@@H]1C
45) Cc1noc(C)c1NC(=O)N(C)C[C@@H]1Oc2ccc(NC(=O)Cn3cnnn3)cc2C(=O)N([C@@H](C)CO)C[C@H]1C
46) COc1ccc(NC(=O)N(C)C[C@H]2Oc3c(cccc3N(C)C)C(=O)N([C@@H](C)CO)C[C@H]2C)cc1
47) C[C@H]1CN([C@@H](C)CO)C(=O)c2cccc(NC(=O)C3CC3)c2O[C@@H]1CN(C)Cc1ccc(Cl)c(Cl)c1
assay / entry | 43 | 44 | 45 | 46 | 47
INS-1E rescue | 1 | 18 | 2 | 2 | -3
T cruzi intra | -13 | -34 | -13 | 0 | 13
